Screening results from PubChem BioAssay.
Pf growth 48h – P. falciparum growth inhibition at 48 hours (one generation); P. falciparum luciferase growth in erythrocytes, 48 h; Potency, µM (highest dose often 28.7 µM), for the others: at the highest dose activity change, negative = inhibition, most hits filed as inhibitors; actives 5.9% (n = 310,000); further: potency means the concentration at half of the fitted maximal effect; on the % scale 0 is the no-effect control and ±100 the full control effect
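Erythrocytes infected with P. falciparum carrying an integrated firefly luciferase reporter (2% hematocrit, 0.1% parasitemia final) were exposed to compounds in RPMI 1640 with 0.5% Albumax at 37 C, 5% CO2. Growth inhibition was scored as reduced luminescence.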
LmPK inh – LmPK (Leishmania mexicana) enzyme inhibition | Potency, µM (series often up to 57.5 µM), for inactives: top-dose activity change, negative = inhibition, usual class: inhibitors | actives 0.37% (n = 290,000) | purified LmPK, Kinase-Glo ATP luminescence, 1 h | Q27686; further: potency means the concentration at half of the fitted maximal effect; on the % scale 0 is the no-effect control and ±100 the full control effect
Target sequence (Q27686 whole entry, looked up): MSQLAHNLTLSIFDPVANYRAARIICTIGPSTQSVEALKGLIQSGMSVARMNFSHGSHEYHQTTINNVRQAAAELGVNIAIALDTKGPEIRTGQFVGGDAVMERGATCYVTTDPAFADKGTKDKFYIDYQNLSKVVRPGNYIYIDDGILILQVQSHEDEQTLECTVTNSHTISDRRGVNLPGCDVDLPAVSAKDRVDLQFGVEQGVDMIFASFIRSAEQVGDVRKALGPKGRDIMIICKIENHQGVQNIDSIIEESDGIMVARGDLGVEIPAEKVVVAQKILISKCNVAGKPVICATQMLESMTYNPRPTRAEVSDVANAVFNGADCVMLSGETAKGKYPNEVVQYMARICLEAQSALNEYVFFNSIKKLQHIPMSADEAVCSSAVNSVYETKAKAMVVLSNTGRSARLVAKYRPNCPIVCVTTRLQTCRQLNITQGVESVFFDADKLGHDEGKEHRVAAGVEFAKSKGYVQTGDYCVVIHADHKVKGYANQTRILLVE
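Purified LmPK (0.1 nM) converted ADP (0.1 mM) to ATP with PEP (0.5 mM) in imidazole buffer pH 7.2 with KCl and MgCl2, 1 h at room temperature. ATP was read by Kinase-Glo luminescence; data normalized to uninhibited and no-enzyme controls.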
Cycloheximide cs – counter-screen for Shiga toxin inhibitors: cycloheximide protein synthesis inhibition; cell reporter, cycloheximide protein synthesis inhibition counterscreen; max response, %; actives 12% (n = 300,000); AID 2314; in the data active means max response mostly above about 13%, no sharp cut-off; inactive means mostly below about 14%; further: read at 38.3 µM for the half of the compounds with a filed dose; 0% is about no effect
Shiga inhibitor – Shiga toxin inhibition; actives 9.2% (n = 290,000); inhibition, % at 38.7 µM; Vero cells, Shiga toxin protein synthesis inhibition reporter; AID 2315; in the data active means inhibition mostly above about 28%, no sharp cut-off; inactive means mostly below about 43%; further: 0% is about no effect
AmpC no deterg – AmpC beta-lactamase inhibition without detergent; AmpC nitrocefin hydrolysis, absorbance 480 nm, 0.0001% Triton; Potency, µM (titrated, usually from 57.1 µM), without a hit: top-dose activity change, negative = inhibition, usual class: inhibitors; actives 0.52% (n = 330,000);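 further: potency means the concentration at half of the fitted maximal effect; plate controls were no compound for no effect and no enzyme for full effect; nearly all actives have a fitted effect of over 20% in size; some results filed as inactive show a strong effect at the top dose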
Target sequence (P00811 whole entry, looked up): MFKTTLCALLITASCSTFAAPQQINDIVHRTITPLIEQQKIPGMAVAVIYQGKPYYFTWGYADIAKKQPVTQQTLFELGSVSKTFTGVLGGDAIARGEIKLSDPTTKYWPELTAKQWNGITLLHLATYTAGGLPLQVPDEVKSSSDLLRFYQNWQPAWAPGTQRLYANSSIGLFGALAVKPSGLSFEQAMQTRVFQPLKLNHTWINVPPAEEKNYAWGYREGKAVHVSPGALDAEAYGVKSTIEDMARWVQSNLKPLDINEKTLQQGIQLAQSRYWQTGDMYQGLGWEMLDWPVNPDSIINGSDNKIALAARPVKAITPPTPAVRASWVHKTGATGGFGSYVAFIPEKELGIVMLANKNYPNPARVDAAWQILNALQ
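20 mM phosphate pH 7.0 + 0.01% (detergent screen) or 0.0001% Triton X-100; 5.3 nM AmpC reagent; cpd preinc 15 min RT; nitrocefin (800 uM stock) to start; A480 q20 s × 4 min; Activity was normalised to no-enzyme and no-compound control wells.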
TbPYK inhibitor – blocks Trypanosoma brucei pyruvate kinase | AID 624173 | TbPYK enzyme, Kinase-Glo Plus ATP luminescence, 45 min | Potency, µM (highest dose often 76.8 µM), for the others: top-dose activity, negative = inhibition, most hits filed as inhibitors | actives 0.12% (n = 410,000); further: potency means the concentration at half of the fitted maximal effect; on the % scale 0 is the no-effect control and ±100 the full control effect; nearly all actives have a fitted effect of over 50% in size
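Assay buffer: 50 mM TEA pH 7.2, 100 mM KCl, 10 mM MgCl2, 0.05% BSA, 0.01% Tween-20. Pyruvate kinase from T. brucei plus substrate met compound, then ADP (130 uM final). Luminescence was read post 45 min RT.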
Pf growth 96h – P. falciparum growth inhibition at 96 hour, primary screen for plastid delayed-death inhibitors | P. falciparum luciferase reporter growth, 96 h | Potency, µM (doses to about 28.7 µM), for inactives: top-dose activity change, negative = inhibition, usual class: inhibitors | actives 6.9% (n = 320,000); further: potency means the concentration at half of the fitted maximal effect; on the % scale 0 is the no-effect control and ±100 the full control effect
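Readout is luminescence from an integrated firefly luciferase in P. falciparum. Red cells, 2% hematocrit and 0.05% parasitemia final, were cultured with compound through two parasite generations (96 hours) at 37 C, 5% CO2.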
* hit, by the source's call; ? = inconclusive; . = not tested or not shown; + = active, no number; [ ] = remark or other dose. Unless noted, the call rests on the fitted dose curve; in most records, active means well fitted curve in the direction sought with a large enough effect; inconclusive means small, poorly fitted or top-dose-only effect, or another doubt; inactive means no such curve, though single readings can be large; an effect the other way counts as inactive or inconclusive.

entry	compound	Pf growth 48h	LmPK inh	Cycloheximide cs	Shiga inhibitor	AmpC no deterg	TbPYK inhibitor	Pf growth 96h
1	COc1ccc(NC(=O)Nc2cc(C)ccc2OC(F)F)c(OC)c1	?	2%	-2	1	-30%	-2%	.
2	CCOC(=O)N1CCN(C(=O)c2cccc(-n3c(=S)[nH]c4cc(Cl)ccc4c3=O)c2)CC1	-1%	-5%	-3	-13	-15%	1%	28%
3	COc1cc(/C=N/NC(=O)c2cccc(NC(=O)c3ccccc3C)c2)ccc1O	-9%	1%	-2	-8	?	6%	?
4	COc1ccc(NC(=O)CSc2nc3ccccc3c(=O)n2CCCN2CCC(C)CC2)c(OC)c1	?	9%	-8	-6	-2%	-1%	-12%
5	COc1ccc(/C=C2/C(=O)NC(=O)N(Cc3ccco3)C2=O)cc1	44%[activator]	1%	16	7	23%	.	0%
6	COc1ccc(C2C(C(=O)N3CCN(c4ccccn4)CC3)CC(=O)N2c2ccc(OC)cc2)cc1 (centres undefined)	4.7µM*	0%	-3	-11	181%[activator]	-2%	10%
7	Oc1ccc(CNCc2ccc3c(c2)OCO3)c2cccnc12	8.3µM*	.	.	.	-15%	.	?
8	CCOc1ccc(N(CC(=O)Nc2ccc(C)cc2C)S(C)(=O)=O)cc1	?	-2%	9	6	43%	3%	-186%
9	CCOC(=O)c1cnc2ccc(C(=O)OC)cc2c1NCCCN1CCOCC1	0%	4%	-2	8	39%	-4%	?
10	O=C(CCN1C(=O)/C(=C/c2ccccc2)SC1=S)NNC(=O)c1ccncc1	19%	1%	5	-3	-16%	-1%	-24%
11	CCOC(=O)c1cnc(SC)nc1Sc1ccc(Cl)cc1Cl	.	5%	-4	-5	7%	-3%	9.3µM*
12	O=C(c1ccccc1C(=O)N1CCN(c2ccccc2F)CC1)N1CCN(c2ccccc2F)CC1	?	5%	-2	-3	97%[activator]	1%	.
13	CCOc1ccc(NC(=O)C(c2ccccn2)N(C(=O)CCl)c2ccc(OCC)cc2)cc1 (centres undefined)	-82%	-5%	49*	+	24%	-17%	5%
14	COc1ccc(CCNC(=O)CCSCc2ccccc2F)cc1OC	?	0%	1	6	4%	4%	0%
15	CCOC(=O)C1CCN(S(=O)(=O)c2ccc3[nH]c4c(c3c2)CCCC4)CC1	-17%	-2%	8	4	-36%	0%	10µM*
16	COc1ccc(C)cc1NC(=O)CSc1nnc(CC(=O)Nc2ccccc2C)n1C	-6%	2%	-2	-15	1%	0%	.
17	O=C(NCc1cccnc1)NC1CCCCC1	22%	-3%	11	3	.	-2%	-23%
18	CC(C)N(C(=O)CS(=O)(=O)c1ccc(Cl)c(Cl)c1)C(C)C	-10%	-2%	-1	-7	28%	2%	0%
19	C/C(=N\NC(=O)c1cc(-c2ccncc2)nc2ccccc12)c1ccc(N2CCOCC2)cc1	-12%	-2%	-7	-13	-35%	9%	?
20	CC(C)Cn1c(N)c(C(=O)COC(=O)c2cnccn2)c(=O)n(C)c1=O	-15%	.	.	.	-1%	-1%	-4%
21	COc1ccccc1CNC(=O)C1CC(c2ccccc2F)=NO1 (centres undefined)	63%[activator]	-4%	18*	44*	-13%	0%	94%[activator]
22	COc1ccc(/C=C/C2=CCN(Cc3ccc(OC)cc3)CC2)cc1	-25%	-2%	-4	-8	1%	-24%	?
23	CCOc1ccccc1NS(=O)(=O)c1csc(C(N)=O)c1	-17%	3%	5	-4	115%[activator]	1%	?
24	Cc1ccccc1N1C(=O)C(Oc2ccc(Cl)cc2)C1CNCCCOC(C)C (centres undefined)	?	0%	-2	-14	49%	6%	47%[activator]
25	COc1ccc(NS(=O)(=O)c2c(C)cc(C)cc2C)cc1	-18%	3%	4	-7	-2%	3%	4%
26	COc1cccc(NC(=O)Cc2ccccc2)c1	8%	-2%	-3	16	-11%	-4%	?
27	N#Cc1cc(-c2ccccc2)oc1NC(=O)c1ccccc1	-18%	3%	17	40	.	3%	-13%
28	Cc1cc(C)c(C)c(S(=O)(=O)N2CCN(C)CC2)c1C	8%	1%	-4	-4	13%	-3%	6%
29	CCSCc1nc(N)nc(NCCc2ccccc2)n1	-14%	-1%	13	16	-14%	10%	0%
30	CC(=O)C1=C(O)C(=O)N(c2ccc(Br)cn2)C1c1ccccc1[N+](=O)[O-] (centres undefined)	-13%	-5%	2	-7	-23%	-1%	1%

3 entries drawn at random from those above, as already listed:
entry	compound	Pf growth 48h	LmPK inh	Cycloheximide cs	Shiga inhibitor	AmpC no deterg	TbPYK inhibitor	Pf growth 96h
29	CCSCc1nc(N)nc(NCCc2ccccc2)n1	-14%	-1%	13	16	-14%	10%	0%
27	N#Cc1cc(-c2ccccc2)oc1NC(=O)c1ccccc1	-18%	3%	17	40	.	3%	-13%
24	Cc1ccccc1N1C(=O)C(Oc2ccc(Cl)cc2)C1CNCCCOC(C)C (centres undefined)	?	0%	-2	-14	49%	6%	47%[activator]

(further entries)
entry	compound	Pf growth 48h	LmPK inh	Cycloheximide cs	Shiga inhibitor	AmpC no deterg	TbPYK inhibitor	Pf growth 96h
31	COc1ccc(CC(=O)Nc2ccc(N3CCOCC3)cc2)cc1S(=O)(=O)N1CCOCC1	15%	1%	10	-6	-5%	5%	-6%
32	COc1ccc(C)cc1NC(=S)N1CCN(c2ccccn2)CC1	25%	-1%	35*	62*	-4%	8%	1µM*
33	CC1CCC2(CC1)NC(=O)N(CC(=O)c1cn(CCC#N)c3ccccc13)C2=O (centres undefined)	7%	2%	-2	23	54%	-15%	?
34	CCn1cc(C(=O)Nc2ccccc2)c(=O)c2ccc(C)nc21	-8%	1%	1	27	-5%	.	-6%
35	Cn1c(=O)c2c(SCC(=O)N3CCOCC3)nc(C3CC3)nc2n(C)c1=O	2%	-2%	-3	-1	10µM*	3%	28%
36	O=C1C2C3C=CC(CO)(O3)C2C(=O)N1c1ccccc1-c1ccccc1 (centres undefined)	?	18µM*	-5	-1	-26%	?	5.9µM*
37	Cn1c(N)c(C(=O)COC(=O)COc2ccc(Cl)cc2)c(=O)n(C)c1=O	20%	.	.	.	4%	0%	9%
38	O=C(CSc1nc(Nc2ccccc2)nc(N2CCOCC2)n1)Nc1ccc(Br)cc1F	2%	-4%	-6	-20	-22%	-1%	?
39	C#CCOCCOCCOCCNc1nc(N2CCN(C(=O)[C@H](CCC(=O)O)n3cc(C(N)CC(C)C)nn3)CC2)nc(N2CCN(C(=O)[C@H](Cc3ccc(O)cc3)n3cc(C(N)[C@H](C)CC)nn3)CC2)n1 (some centres undefined)	36%[activator]	0%	-2	-13	176%[activator]	.	40%[activator]
40	CN1CN(C)c2cccc3cccc1c23	?	1%	0	-11	-40%	-1%	4.1µM*
41	S=C(c1ccc2c(c1)OCO2)N1CCCC1	-16%	-1%	1	9	-2%	-7%	42%[activator]
42	CN(C(=O)CN1C(=O)c2ccccc2S1(=O)=O)c1ccccc1C(=O)O	-1%	-6%	-1	24	-17%	3%	?
43	N#CCCn1cc(/C=N/O)c(-c2ccc(-c3ccccc3)cc2)n1	-18%	0%	6	-6	-42%	3%	?
44	CCn1c(SCC(=O)Nc2ccc(Cl)cc2)nnc1C1CC1	-2%	1%	-2	-10	-9%	-2%	12%
45	O=C(NC(NC1CCS(=O)(=O)C1)C(=O)c1ccccc1)c1ccc(Cl)cc1 (centres undefined)	?	-1%	-3	8	0%	2%	?
46	COc1ccc(OCCSc2ncc(CO)n2C)cc1	57%[activator]	0%	12	30	-16%	-5%	68%[activator]
47	O=C(Nc1ccc(F)cc1)c1ccc2nc[nH]c2c1	158%[activator]	-9%	30*	46*	-26%	-7%	42%[activator]
48	COc1cccc(N2CCN(C(=S)Nc3cc(C)cc(C)c3)CC2)c1	5%	4%	-2	-4	-13%	-6%	38%[activator]
49	CCC(C)(C)c1nnc(NC(=O)C2CC(=O)N(CCc3ccc(F)cc3)C2)s1 (centres undefined)	2%	-1%	-5	24	92%[activator]	-17%	?
50	CN1CCC(OC(=O)Cc2ccc(Cl)cc2)CC1	-1%	7%	-4	-3	-20%	9%	?
51	CC(=O)Nc1ccc(S(=O)(=O)N2CCC(c3nc4ccc(C)cc4[nH]3)CC2)cc1	?	-1%	-2	-10	-34%	-1%	?
52	Cc1ccc(S(=O)(=O)N(CC(=O)N2CCc3ccccc3C2)c2cccc(Cl)c2)cc1	?	-2%	-4	-17	-15%	-3%	8.3µM*
53	CCCCOc1ccc(/C=C/C2=CC(C)(C)NC(=S)N2)cc1OCC	?	1%	8	-2	-28%	-3%	107%[activator]
54	Cc1c(NC(=O)c2cccs2)cccc1-c1nc2ccccc2s1	30%[activator]	2%	18	23	-31%	-15%	-7%
55	Cn1ccnc1C(=O)c1ccc(S(=O)(=O)N2CCCC2)cc1	33%[activator]	2%	14*	28	-6%	1%	-1%
56	Nc1nc(N2CCN(c3ccccn3)CC2)nc2ccccc12	.	-7%	43*	89*	-34%	2%	?
57	Cc1c(O)c(S(=O)c2ccccc2)c(=O)n(-c2ccccc2)c1-c1ccccc1 (centres undefined)	15%	-7%	5	12	-44%	5%	-1%
58	CCCS(=O)(=O)N1CCC(C(=O)NCCCN(C)Cc2ccccc2)CC1	9%	6%	-1	-1	-15%	1%	51%[activator]
59	Cc1ccc(S(=O)(=O)N2CCCCC2)cc1C(=O)OCC(=O)NC(=O)NC12CC3CC(CC(C3)C1)C2	1%	0%	-5	-16	-37%	-13%	?
60	CNCc1ccccc1OCc1ccc(F)cc1	-6%	0%	-3	-12	-4%	-2%	18%
61	COc1ccc(CCNC(=O)CCN2C(=O)C(C)Oc3ccc(C)cc32)cc1OC (centres undefined)	?	2%	-6	-19	54%	-5%	-12%
62	Cc1cccc(NC(=O)Cn2nnc(C(=O)NCc3cccs3)c2N)c1C	32%[activator]	1%	-1	-18	-35%	-3%	?
63	COC(=O)C1C(=O)C2=C(CC1C)NC(C)=C(C(=O)OC(C)C)C2c1ccc(OC)c(O)c1 (centres undefined)	?	-3%	-3	-10	35%	-7%	.
64	O=C(Nc1cccc(S(=O)(=O)N2CCCC2)c1)c1ccc2c(c1)OCO2	18%	3%	11	21	-16%	4%	6%
65	CCN(CC)c1nc(SCC(=O)O)nc(N(CC)CC)n1	-9%	1%	-1	-9	-19%	12%	-19%
66	CSc1ccccc1NC(=O)CCn1c(=O)oc2ccccc21	0%	5%	-3	-11	-7%	-12%	7%
67	COc1cccc(NC(=O)c2cccs2)c1	77%[activator]	-25%	54*	135*	-14%	-1%	?
68	COc1ccc(S(=O)(=O)N2CCC(C(=O)Nc3cccc(Cl)c3)CC2)cc1OC	-3%	3%	-3	-15	-11%	1%	?
69	COc1ccc(/C=N/NC(=O)c2ccc[nH]2)cc1	0%[0.00184 µM]	?	29*	77*	-16%	-4%	135%[activator]
70	Cc1onc(-c2ccccc2)c1C(=O)O/N=C(\N)c1ccc([N+](=O)[O-])o1	?	3%	4	-3	-39%	3%	12µM*
